# MC4R ag barr: MC4R agonists recruiting beta-arrestin, primary screen, cell-based, luminescence, agonist arm of biased-ligand search; Melanocortin receptor 4 (Homo sapiens), P32245; U2OS MC4R beta-arrestin complementation; percent of melanotan II response, DMSO zero; activation, % at 8.9 µM; actives 0.98% (n = 360,000);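 active means activation above a per-plate cutoff, the mean activation of sample wells on that plate plus 3 SD, cut at about 8% in these data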
# Cardio protect: cardioprotection against H2O2-induced cell death, primary screen, uHTS, H9c2 cells, ATPLite luminescence; H9c2 cardiomyocytes, H2O2 injury protection, 2 h; protection from H2O2 cell death, % at 20 µM; actives 0.63% (n = 360,000); AID 588492, 2011;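 active means compounds giving at least 50% protection of heart cells from peroxide-induced death in the single-dose screen, raw or plate-pattern-corrected value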;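 further: 0% = DMSO wells with peroxide and 100% = DMSO wells without peroxide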
# SRC2 inh: inhibition of GAL4-SRC2 driven luciferase reporter, primary screen, SRC2 inhibitor project, cell-based, luminescence; HEK293 GAL4-SRC2 luciferase reporter; inhibition, % at 9 µM; actives 0.17% (n = 370,000);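 active means inhibition above the mean inhibition of all tested compounds plus 3 SD, set per campaign, cut at about 52% in these data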;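 further: 0% = DMSO treated cells and 100% = cells given Gossypol at 36 µM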
# Glyco luc inh: increase of ERlucT glycosylation luciferase signal, primary screen, N-linked glycosylation inhibitor project, D54 ERlucT cells, luminescence, set 2 | D54 ERlucT glycosylation luciferase reporter, 24 h; percent of 100 nM tunicamycin response | reporter increase, % at 12.5 µM | actives 0.23% (n = 360,000);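 active means mean luciferase reporter signal, scaled so untreated is 0 and the glycosylation-blocking control 100, at or above a set limit in every replicate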;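 further: luciferase carries N-glycosylation sites so blocking glycosylation raises the light; 0% = median of neutral control wells and 100% = median of 100 nM tunicamycin wells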
# m5-HT2A agonist: mouse Htr2a agonists via beta-arrestin recruitment, primary screen, cell-based, luminescence; actives 0.66% (n = 360,000); CHO-K1 mHTR2A beta-arrestin complementation; percent of 30 µM serotonin response; activation, % at 7.6 µM; 5-hydroxytryptamine receptor 2A (Mus musculus), P35363;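 active means activation above a run cutoff, the mean activation of all tested compounds plus 3 SD, cut at about 14% in these data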;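 further: 0% = plate median of compound wells and 100% = 30 µM serotonin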
# ABHD5-PLIN5 inh: ABHD5-PLIN5 interaction inhibitors, primary screen, cell lysate, split luciferase complementation, luminescence. Perilipin-5 (Homo sapiens) + 1-acylglycerol-3-phosphate O-acyltransferase ABHD5 (Homo …. inhibition, % at 4 µM. actives 0.78% (n = 360,000). Split G. princeps luciferase complementation, 4 h;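 active means inhibition above the mean inhibition across every tested compound plus 3 SD, cut at about 22% in these data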;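 further: 0% = DMSO only wells and the 100% control is not disclosed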
# TLR9-MyD88 inh: inhibitors of TLR9-MyD88 association in cells, primary screen, cell-based, CHO, BLA complementation, fluorescence. CCF4 FRET ratio. inhibition, % at 4.98 µM. actives 0.21% (n = 340,000). AID 504734, 2011;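 active means inhibition above the mean over all tested compounds plus 3 SD, cut at about 21% in these data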;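 further: 0% = DMSO only wells and 100% = clavulanate BLA inhibitor control wells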
# MC4R antag cAMP: MC4R antagonists of cAMP signaling, primary screen, cell-based, TR-FRET, antagonist arm of biased-ligand search. MC4R-expressing cells, MTII-stimulated cAMP, LANCE TR-FRET. inhibition, % at 6.5 µM. actives 0.48% (n = 360,000). Melanocortin receptor 4 (Homo sapiens), P32245;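 active means inhibition above its plate's cutoff, the mean of tested wells on that plate plus 3 SD, cut at about 29% in these data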;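 further: 0% = Melanotan II alone and 100% = Melanotan II plus saturating MCL0020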
#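 Material: U2OS-MC4R stable cell line | Reagent: Melanotan II challenge after compound preincubation | Doses: One concentration, 6.5 µM nominal | Incubation: 30-min compound preincubation, 1-h Melanotan II challenge, 1-h detection, room temperature | Signal: TR-FRET cAMP assay | Replicates: One well per compound, no replicates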
# NOD2 RIPK2 PPI: NOD2-RIPK2 binding disruptors in cells, primary screen, fluorescence, CHO cells, BLA complementation; Receptor-interacting serine/threonine-protein kinase 2 (Homo sapiens), O43353; CCF4 ratio; inhibition, % at 4.98 µM; actives 0.38% (n = 360,000); AID 624267, 2012; in the data active means inhibition above about 21%;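 further: 0% = vehicle only and 100% = reference blocker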
# ABCB6 inh MLPCN: ABCB6 transporter inhibitors, primary screen, K562-ABCB6 cells, flow cytometry, MLPCN library; AID 602162, 2011; fluorescence ratio to DMSO, % at 10 µM; K562-ABCB6 porphyrin accumulation, 1 h; stronger effect = lower value; actives 0.19% (n = 360,000);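 active means fluorescence ratio to DMSO below 75%, the collection mean minus 3 SD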;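 further: signal is porphyrin accumulated inside mitochondria; 100% equals median channel fluorescence of DMSO control wells; lower ratio means ABCB6 inhibition with less porphyrin fluorescence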
# Active calls of the source: *; nt = no result given.
SMILES,MC4R ag barr,Cardio protect,SRC2 inh,Glyco luc inh,m5-HT2A agonist,ABHD5-PLIN5 inh,TLR9-MyD88 inh,MC4R antag cAMP,NOD2 RIPK2 PPI,ABCB6 inh MLPCN
Cc1c(Cl)c([N+](=O)[O-])nn1CCCC(=O)NC1CCCCC1,0.7,3,-5,1,2,-4,4,15,5,96
CCOc1ccc(/C=C/C(=O)N(CC)CC(=O)Nc2ccc3c(c2)OCCO3)cc1OCC,-0.5,4,6,2,-7,-6,-17,6,-3,96
COc1cc(NC(=O)Nc2ccccc2)c(OC)cc1NC(=O)CN1CCCCC1,7.7,4,0,-2,0,5,-7,10,-8,100
CC(C(=O)N1CCc2ccccc2C1)N1C(=O)c2ccccc2C1=O (configuration not stated),-1.3,-3,19,3,3,2,-10,12,-2,104
Cc1cccc(C(=O)Nc2cccc(C(=O)N/N=C/c3ccccn3)c2)c1,-1.3,19,-12,4,5,-1,-11,-3,-1,100
COc1ccc(C(=O)NC(=S)NCCO)cc1Br,-2.0,7,-8,2,-4,-1,-4,0,-11,100
O=C(Nc1nnc(SCc2ccccc2)s1)C1=COCCO1,-3.5,-13,-43,-1,11,-1,2,5,-1,102
CSc1n[nH]c(NC(C)=O)n1,0.3,8,15,2,1,-1,-4,-2,-11,106
CCN(c1ccc(NC(=O)c2ccc(N3CCCC3=O)cc2)cc1)C(C)C,-3.7,-5,27,-1,2,-2,5,13,5,93
COc1cccc(C(=O)Nc2nc3ccccc3s2)c1,2.1,-14,-25,-13,-2,-3,-1,-3,10,99
CCCCc1cc(=O)oc2cc(OCc3nn[nH]n3)ccc12,5.2,7,11,2,-2,-5,-10,-3,-4,104
COCc1nnc(NC(=O)C2CC(=O)N(CCc3ccc(F)cc3)C2)s1 (configuration not stated),1.7,1,-25,4,2,-5,3,1,-5,100
Cc1ccc(NC(=O)c2cc3ccccc3oc2=O)cc1S(=O)(=O)N(C)C,0.6,-15,nt,-17,-1,-6,nt,12,-12,100
Cc1cc2c(cc1C)C(=O)C(Br)=C(N)C2=O,-0.7,-14,-30,7,-3,-12,-1,-18,-10,101
CNc1nc(-c2ccccn2)nnc1-c1ccccc1,-2.2,52*,-22,-3,-4,-5,1,-3,-5,90
C/C(=N\NC(=O)c1ccccn1)c1ccc(Cl)cc1,-1.7,-9,-39,-10,7,3,nt,-5,-11,97
Cc1cc(C(F)(F)F)nn1-c1nc(-c2ccco2)cc(C(F)(F)F)n1,8.2,5,-4,1,4,0,0,4,-10,101
CCOc1cc(Br)c(CN2C(=O)NC3(CCCCCC3)C2=O)cc1OCC,0.2,0,-4,0,-5,4,-4,6,-5,102
CC(NC(=O)Cn1cccc1C(=O)c1ccccc1)c1ccc2c(c1)OCCO2 (configuration not stated),-2.6,-12,-17,-3,5,-2,3,17,3,94
CCCNC(=O)C1(C)CCCN(C(=O)c2cccc(C#N)c2)C1 (configuration not stated),0.0,0,-12,1,-1,6,nt,7,-3,97
Nc1nc(SCC(=O)c2c(N)n(Cc3ccccc3)c(=O)[nH]c2=O)n[nH]1,-0.3,-7,0,1,1,-1,3,4,2,94
CN(c1ccccc1)S(=O)(=O)c1cccc(NC(=O)C2=NNC(=O)CC2)c1,-1.7,-8,9,0,5,-31,-7,-6,-5,93
COC(=O)c1c(C(=O)OC)c(-c2ccccc2)n2c1CCC2,3.0,-1,nt,4,-5,1,3,-1,-11,104

# In a second layout: 14 of the compounds above.
# Screens in order – MC4R ag barr	Cardio protect	SRC2 inh	Glyco luc inh	m5-HT2A agonist	ABHD5-PLIN5 inh	TLR9-MyD88 inh	MC4R antag cAMP	NOD2 RIPK2 PPI	ABCB6 inh MLPCN
- Cc1c(Cl)c([N+](=O)[O-])nn1CCCC(=O)NC1CCCCC1
  0.7	3	-5	1	2	-4	4	15	5	96
- CCOc1ccc(/C=C/C(=O)N(CC)CC(=O)Nc2ccc3c(c2)OCCO3)cc1OCC
  -0.5	4	6	2	-7	-6	-17	6	-3	96
- COc1cc(NC(=O)Nc2ccccc2)c(OC)cc1NC(=O)CN1CCCCC1
  7.7	4	0	-2	0	5	-7	10	-8	100
- CC(C(=O)N1CCc2ccccc2C1)N1C(=O)c2ccccc2C1=O (configuration not stated)
  -1.3	-3	19	3	3	2	-10	12	-2	104
- Cc1cccc(C(=O)Nc2cccc(C(=O)N/N=C/c3ccccn3)c2)c1
  -1.3	19	-12	4	5	-1	-11	-3	-1	100
- COc1ccc(C(=O)NC(=S)NCCO)cc1Br
  -2.0	7	-8	2	-4	-1	-4	0	-11	100
- O=C(Nc1nnc(SCc2ccccc2)s1)C1=COCCO1
  -3.5	-13	-43	-1	11	-1	2	5	-1	102
- CSc1n[nH]c(NC(C)=O)n1
  0.3	8	15	2	1	-1	-4	-2	-11	106
- CCN(c1ccc(NC(=O)c2ccc(N3CCCC3=O)cc2)cc1)C(C)C
  -3.7	-5	27	-1	2	-2	5	13	5	93
- COc1cccc(C(=O)Nc2nc3ccccc3s2)c1
  2.1	-14	-25	-13	-2	-3	-1	-3	10	99
- CCCCc1cc(=O)oc2cc(OCc3nn[nH]n3)ccc12
  5.2	7	11	2	-2	-5	-10	-3	-4	104
- COCc1nnc(NC(=O)C2CC(=O)N(CCc3ccc(F)cc3)C2)s1 (configuration not stated)
  1.7	1	-25	4	2	-5	3	1	-5	100
- Cc1ccc(NC(=O)c2cc3ccccc3oc2=O)cc1S(=O)(=O)N(C)C
  0.6	-15	nt	-17	-1	-6	nt	12	-12	100
- Cc1cc2c(cc1C)C(=O)C(Br)=C(N)C2=O
  -0.7	-14	-30	7	-3	-12	-1	-18	-10	101

# Single records, from the list above.
# Entry for CSc1n[nH]c(NC(C)=O)n1 = MC4R ag barr: 0.3; Cardio protect: 8; SRC2 inh: 15; Glyco luc inh: 2; m5-HT2A agonist: 1; ABHD5-PLIN5 inh: -1; TLR9-MyD88 inh: -4; MC4R antag cAMP: -2; NOD2 RIPK2 PPI: -11; ABCB6 inh MLPCN: 106
# Entry for COc1cc(NC(=O)Nc2ccccc2)c(OC)cc1NC(=O)CN1CCCCC1 = MC4R ag barr: 7.7; Cardio protect: 4; SRC2 inh: 0; Glyco luc inh: -2; m5-HT2A agonist: 0; ABHD5-PLIN5 inh: 5; TLR9-MyD88 inh: -7; MC4R antag cAMP: 10; NOD2 RIPK2 PPI: -8; ABCB6 inh MLPCN: 100

# From PubChem

# This is a subset. The share of hits here may be higher or lower than overall.
